PvdQ acylase = blocks Pseudomonas aeruginosa PvdQ acylase activity; AID 488965; inhibition, % at 10 µM; purified PvdQ acylase, fluorescence plate reader; 340,000 compounds, 0.063% hits; in the data active means inhibition above about 30%, passing the limit was not always enough; inconclusive means no clear call, values can overlap the other calls;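 further: 0% = vehicle neutral wells and 100% = reference inhibitor wells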
Arr AP2 block = blocks beta-arrestin peptide binding to AP2 adaptin. inhibition, % at 10 µM. AID 504490. 340,000 compounds, 0.31% hits. FITC-arrestin peptide / GST-AP2 beads, flow cytometry; AP2 beta2 appendage carries R879A mutation;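 active means inhibition above a set limit, near 3 SD of compounds lacking own fluorescence, cut at about 54% in these data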;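 further: plate controls were DMSO wells for no effect and 5 µM unlabelled arrestin peptide for full effect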
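Measured by: flow cytometry, FL1 (488/535 nm); Material: AP2 appendage R879A on GSH beads; Evaluation: percent response; Timing: pre-incubation 12 min, peptide binding 1 h, room temperature; Also added: 50 nM FITC-arrestin peptide; Medium: PBS with 0.05% Tween 20 and 0.1% BSA.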
DAGLB inhibitor = blocks human DAGLB lipase activity. AID 504411. Q8NCG7. HEK293T DAGLB membrane lysate, EnzChek fluorogenic substrate. inhibition, % at 5.17 µM. 340,000 compounds, 0.059% hits; in the data active means inhibition above about 34%;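 further: 0% = enzyme with vehicle and 100% = wells lacking enzyme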
Target sequence (Q8NCG7 whole entry, looked up): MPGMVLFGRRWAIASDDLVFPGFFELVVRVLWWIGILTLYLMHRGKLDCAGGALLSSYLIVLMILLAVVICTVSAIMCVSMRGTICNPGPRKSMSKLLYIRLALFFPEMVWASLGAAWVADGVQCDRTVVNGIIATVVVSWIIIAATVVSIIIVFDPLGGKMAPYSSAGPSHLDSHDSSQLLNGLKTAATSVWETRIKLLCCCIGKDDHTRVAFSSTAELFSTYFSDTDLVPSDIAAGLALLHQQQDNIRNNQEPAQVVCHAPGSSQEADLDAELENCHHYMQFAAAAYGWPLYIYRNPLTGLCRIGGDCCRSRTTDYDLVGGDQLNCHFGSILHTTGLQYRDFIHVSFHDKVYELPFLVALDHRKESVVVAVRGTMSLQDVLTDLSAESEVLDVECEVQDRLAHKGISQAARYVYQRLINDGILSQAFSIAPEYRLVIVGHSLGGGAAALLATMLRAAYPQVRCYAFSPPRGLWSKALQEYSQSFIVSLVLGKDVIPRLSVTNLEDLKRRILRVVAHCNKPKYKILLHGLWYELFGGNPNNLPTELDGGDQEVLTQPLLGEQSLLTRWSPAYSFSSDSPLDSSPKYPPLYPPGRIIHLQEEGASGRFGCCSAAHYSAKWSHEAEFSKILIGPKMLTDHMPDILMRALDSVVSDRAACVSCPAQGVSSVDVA
NSD2 HMT inh = NSD2 (human) methyltransferase inhibition; O96028; NSD2 peptide methylation, AlphaScreen, 120 min; inhibition, % at 12.5 µM; 310,000 compounds, 0.54% hits; in the data active means inhibition above about 50%
SR-BI DiI-HDL act = SR-BI HDL lipid transfer activation; CHO ldlA[mSR-BI] cells, DiI-HDL uptake fluorescence, 3 h; 100 = double the neutral-control signal; activation, % at 12.5 µM; 320,000 compounds, 0.096% hits; AID 504775;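 active means mean replicate activation of at least 60% and every replicate at or above 60%; inconclusive means mean or all-replicate condition met, but not both; inactive means mean below 60% and not all replicates reaching 60%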;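 further: 0% = median plate neutral-control signal and 100% = twice that signal; values of inactives mirror those of a sister screen read the other way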
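Test system: SR-BI-overexpressing, LDLR-lacking CHO cells; Medium: Ham's F12 with 0.5% BSA, HEPES 25 mM, pH 7.4; Schedule: 3 h, 37 °C; Technique: bottom-read fluorescence, 550/595 nm.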
SR-BI DiI inh = blocks mouse SR-BI lipid uptake from DiI-HDL. AID 488896. inhibition, % at 12.5 µM. 320,000 compounds, 0.96% hits. Q61009. ldlA[mSR-BI] CHO cells, DiI-HDL uptake fluorescence, 3 h;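 active means mean replicate inhibition of at least 70% and a set share of replicates each scoring 70 or more; inconclusive means meets just one of the two criteria; inactive means fails both criteria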;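 further: 0% = median of neutral control wells and 100% = median of positive control wells; values of inactives mirror those of a sister screen read the other way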
LANA DNA inh = inhibitors of KSHV LANA C-terminal domain DNA binding | 340,000 compounds, 0.078% hits | AID 504423 | MBP-C-LANA/FAM-LBS DNA binding, fluorescence polarization | inhibition, % at 9 µM;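 active means highest replicate inhibition at or above 60% at 9 µM, even if other replicates fall short; inactive means all replicates below 60% inhibition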;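 further: 0% = neutral control wells and 100% = 4 µM acridine orange control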
PKA-R2B act = activators of human PKA-R2B complex; 340,000 compounds, 0.079% hits; P22694+P31323; activation, % at 11.4 µM; PKA-R2B holoenzyme dissociation, Cy5-IP20 fluorescence polarization; R2B truncated from residue 108, S112A mutant; 0% DMSO only, 100% 113 µM cGMP;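 active means activation above a cutoff set at the mean over all compounds plus 3 SD, cut at about 18% in these data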;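 further: higher means more holoenzyme dissociation and a rise in polarization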
Target sequence (P31323 whole entry, looked up, other chains not shown, the tested form may be a part): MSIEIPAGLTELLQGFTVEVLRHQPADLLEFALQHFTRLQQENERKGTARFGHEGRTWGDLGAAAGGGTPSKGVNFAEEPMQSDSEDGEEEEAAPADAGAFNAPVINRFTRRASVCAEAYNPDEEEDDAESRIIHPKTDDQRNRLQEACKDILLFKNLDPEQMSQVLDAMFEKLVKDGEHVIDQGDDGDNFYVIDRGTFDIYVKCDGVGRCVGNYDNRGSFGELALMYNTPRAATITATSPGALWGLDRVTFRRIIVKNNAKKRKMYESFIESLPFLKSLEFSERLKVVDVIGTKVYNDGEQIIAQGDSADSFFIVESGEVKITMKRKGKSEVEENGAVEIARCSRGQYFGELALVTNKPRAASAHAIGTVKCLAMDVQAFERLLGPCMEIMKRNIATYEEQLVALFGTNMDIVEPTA
Cardiac RTF inh = cardiac RTF calcium desensitization; IANBD-labeled cardiac RTF, Ca2+ fluorescence; P19429+P45379; inhibition, % at 7.15 µM; 340,000 compounds, 0.12% hits;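 active means inhibition above the mean inhibition of all tested compounds plus 3 SD, cut at about 17% in these data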;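 further: assay run at fixed EC70 calcium of 1.6 mM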
Keap1 Nrf2 FP = inhibitors of human Keap1-Nrf2 protein-protein interaction; Q14145; Keap1 Kelch-Nrf2 peptide fluorescence polarization, 1536-well; inhibition, % at 9.4 µM; 340,000 compounds, 0.15% hits; in the data active means inhibition above about 12%; inconclusive means no clear call, values can overlap the other calls; inactive means below about 7.3%;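 further: human Keap1 Kelch domain with fluorescein labeled Nrf2 9mer peptide probe; 0% = neutral control wells and 100% = peptide positive control; higher means more block of Keap1 binding to Nrf2 peptide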
Numbers without * were called inactive; u = inconclusive; x = not tested or not shown.

1: Cc1cccc(NC(=O)c2ccc([N+](=O)[O-])s2)n1
2: Cc1ccccc1C(=O)Nc1nnc(S(=O)(=O)N2CCCCC2)s1
3: CC(Sc1nnc(-c2ccco2)n1C)C(=O)NC1CCCC1 (configuration not stated)
4: CCC(C(=O)OCC(=O)N(CCOC)c1c(N)n(Cc2ccccc2)c(=O)[nH]c1=O)c1ccccc1 (configuration not stated)
5: COc1ccc(N2C(=NC(=O)C(C)Oc3ccccc3)SC3CS(=O)(=O)CC32)cc1 (configuration not stated)
compound no.	1	2	3	4	5
SR-BI DiI inh	2	-34	-7	4	3
DAGLB inhibitor	-4	5	0	0	1
PvdQ acylase	5	-9	-19	-16	-1
SR-BI DiI-HDL act	-2	34	7	-4	-3
PKA-R2B act	-6	7	2	6	9
LANA DNA inh	0.8	0.0	0.3	-1.0	-0.4
Arr AP2 block	17	15	-3	-16	8
NSD2 HMT inh	6	x	6	-1	-5
Keap1 Nrf2 FP	-1	1	3	-5	1
Cardiac RTF inh	-4	-3	-9	-2	3

6: CONc1nc(NC(C)(C)C)nc(OCC#N)n1
7: COc1ccccc1NC(=S)N(CCN1CCOCC1)Cc1ccccc1F
8: Cc1cc(C)n2nc(N)c(N=Nc3ccc(Cl)cc3)c2n1
9: Cc1cc(C)cc(NC(=O)C(OC(=O)c2ccc(O)cc2)c2ccccc2)c1 (configuration not stated)
10: CC(=O)c1c(C)nc(-c2ccc(OCC(=O)Nc3ccccc3)cc2)n1O
compound no.	6	7	8	9	10
SR-BI DiI inh	-53	-15	-6	-13	6
DAGLB inhibitor	0	-1	3	-2	1
PvdQ acylase	-3	-9	-11	5	-13
SR-BI DiI-HDL act	53	15	6	13	-6
PKA-R2B act	10	0	6	-3	12
LANA DNA inh	0.4	0.6	1.3	-0.5	-0.5
Arr AP2 block	-3	-12	3	37	-12
NSD2 HMT inh	-3	3	1	-2	0
Keap1 Nrf2 FP	-1	-2	2	5	2
Cardiac RTF inh	-1	0	10	2	-9

11: O=C(NC1CCCCCC1)c1c2c(nc3ccccc13)CCN(Cc1ccccc1)C2
12: COc1ccc(/C(O)=C/C(=O)C(=O)NNC(=O)C(O)(c2ccccc2)c2ccccc2)cc1
13: Cc1cc(C)cc(-n2c(SCC(=O)Nc3cccc(S(=O)(=O)NC4=NCCCCC4)c3)nc3ccccc3c2=O)c1
14: CC(=O)Nc1ccc(S(=O)(=O)N2c3ccccc3C(C)=CC2(C)C)cc1
15: COc1ccc(N2CCN(c3nc4ccccn4c(=O)c3C=O)CC2)cc1
compound no.	11	12	13	14	15
SR-BI DiI inh	-27	-14	-17	-8	-2
DAGLB inhibitor	0	9	2	-2	-2
PvdQ acylase	-14	-12	-18	-6	1
SR-BI DiI-HDL act	27	14	17	8	2
PKA-R2B act	6	8	-2	-10	2
LANA DNA inh	-1.2	2.3	-0.8	-0.3	0.4
Arr AP2 block	3	26	-9	-5	12
NSD2 HMT inh	0	x	0	-6	8
Keap1 Nrf2 FP	0	0	-6	-1	-10
Cardiac RTF inh	-15	-12	-8	3	9

Given with tabs: entries from further up.
no.	Compound	SR-BI DiI inh	DAGLB inhibitor	PvdQ acylase	SR-BI DiI-HDL act	PKA-R2B act	LANA DNA inh	Arr AP2 block	NSD2 HMT inh	Keap1 Nrf2 FP	Cardiac RTF inh
11	O=C(NC1CCCCCC1)c1c2c(nc3ccccc13)CCN(Cc1ccccc1)C2	-27	0	-14	27	6	-1.2	3	0	0	-15
12	COc1ccc(/C(O)=C/C(=O)C(=O)NNC(=O)C(O)(c2ccccc2)c2ccccc2)cc1	-14	9	-12	14	8	2.3	26	x	0	-12
13	Cc1cc(C)cc(-n2c(SCC(=O)Nc3cccc(S(=O)(=O)NC4=NCCCCC4)c3)nc3ccccc3c2=O)c1	-17	2	-18	17	-2	-0.8	-9	0	-6	-8
14	CC(=O)Nc1ccc(S(=O)(=O)N2c3ccccc3C(C)=CC2(C)C)cc1	-8	-2	-6	8	-10	-0.3	-5	-6	-1	3

Next section.
16: CCOC(=O)C1(CCOC)CCN(C(=O)c2ccccc2-c2cccc(C)c2)CC1
17: CCOc1ccccc1NC(=O)CSc1ccc(-c2sc(C)nc2C)nn1
18: NCCNc1ccc([N+](=O)[O-])cc1
19: O=C(COC(=O)c1cccnc1Cl)NCCc1ccccc1
20: COc1ccc2c(c1)C(=NN)c1cc(OC)ccc1-2
compound no.	16	17	18	19	20
SR-BI DiI inh	31	21	x	-24	2
DAGLB inhibitor	-4	2	-2	0	4
PvdQ acylase	-3	-8	10	-15	-6
SR-BI DiI-HDL act	-31	-21	x	24	-2
PKA-R2B act	-7	3	-7	2	3
LANA DNA inh	1.6	-1.3	-0.3	-0.8	1.7
Arr AP2 block	14	32	36	-3	4
NSD2 HMT inh	-1	2	-342	3	x
Keap1 Nrf2 FP	4	0	0	-4	1
Cardiac RTF inh	4	-3	-6	-9	-9

21: CCCCOc1ccc(C2(C)NC(=O)NC2=O)cc1 (configuration not stated)
22: Cc1cc(NC(=O)CCN2CC(C)OC(C)C2)ccc1Br (configuration not stated)
23: COC(=O)c1ccccc1NC(=O)c1cc2nc(C3CC3)cc(C(F)(F)F)n2n1
24: CCOc1ccc(Cl)cc1S(=O)(=O)N1CCC(C(=O)NCc2cccnc2)CC1
25: Cc1nc2ccccc2c2c1C(=O)N(C)C2=O
compound no.	21	22	23	24	25
SR-BI DiI inh	7	-18	63	-6	-4
DAGLB inhibitor	3	-3	-3	2	3
PvdQ acylase	-2	10	-12	-15	-25
SR-BI DiI-HDL act	-7	18	-63	6	4
PKA-R2B act	-12	-5	-1	-4	8
LANA DNA inh	-0.6	-0.7	0.8	-1.7	-1.5
Arr AP2 block	-18	1	-2	7	6
NSD2 HMT inh	-1	-2	0	1	x
Keap1 Nrf2 FP	-2	-1	1	-7	-4
Cardiac RTF inh	8	-6	-9	2	-4

26: O=C(CN(Cc1cccs1)C(=O)CNS(=O)(=O)c1ccc(Cl)cc1)NCC1CCCO1 (configuration not stated)
27: Cc1ccc(-n2c(N)c(C(=O)N3CCOCC3)sc2=S)c(C)c1
28: CCCCN1C(=O)C(O)(CC(=O)c2ccccn2)c2ccccc21 (configuration not stated)
29: CCc1ccccc1N(CC(=O)N1CCCC1)S(C)(=O)=O
30: CCN(CC)c1ccc(N2C(=O)/C(=C\c3cccnc3)SC2=S)cc1
compound no.	26	27	28	29	30
SR-BI DiI inh	-18	0	-7	-20	7
DAGLB inhibitor	2	-4	-1	1	1
PvdQ acylase	-9	3	5	-17	-1
SR-BI DiI-HDL act	18	0	7	20	-7
PKA-R2B act	9	-7	2	2	1
LANA DNA inh	0.4	-0.6	-1.1	-1.0	-1.4
Arr AP2 block	10	5	36	6	16
NSD2 HMT inh	-5	6	-2	-2	x
Keap1 Nrf2 FP	3	-3	-3	0	2
Cardiac RTF inh	-28	-4	-3	-8	-19

31: Fc1cc(F)c(F)c(SCCc2ccncc2)c1F
32: CC12/C(=N/O)C3C4CC5C3/C(=N/O)C1C5C42 (configuration not stated)
33: COc1ccc(CNC(=O)CC2C[C@H](C(=O)N3CCCCC3)[C@@]3(C)c4[nH]c5ccccc5c4CCN3C2=O)cc1OC (some centres not stated)
34: C(=C\c1ccccn1)/c1cccnc1
35: CCOc1ccc(NS(=O)(=O)c2ccc3c(c2)N(C(C)=O)CCO3)cc1
compound no.	31	32	33	34	35
SR-BI DiI inh	-13	-32	23	-22	-28
DAGLB inhibitor	-1	4	0	1	1
PvdQ acylase	1	11	-1	-4	-7
SR-BI DiI-HDL act	13	32	-23	22	28
PKA-R2B act	0	-6	1	4	-3
LANA DNA inh	2.2	-0.3	-0.7	0.9	-0.8
Arr AP2 block	28	-7	36	-21	-5
NSD2 HMT inh	x	-1	x	-1	-1
Keap1 Nrf2 FP	0	-4	-3	3	-2
Cardiac RTF inh	3	1	4	-8	-5

36: Cc1onc(-c2c(Cl)cccc2Cl)c1C(=O)OCC(=O)c1ccccc1
37: O=C(CCCCCN1C(=O)CCC1=O)Nc1ccc2c(c1)OCO2
38: CCn1nnnc1SCC(=O)NCc1ccc2c(c1)OCO2
39: O=S(=O)(NC1CCCCCCC1)c1ccccc1F
40: CC(C)C12CN3CC(C(C)C)(CN(C1)C3c1ccccc1)C2O (configuration not stated)
compound no.	36	37	38	39	40
SR-BI DiI inh	24	-10	16	x	-10
DAGLB inhibitor	-12	-2	3	-2	2
PvdQ acylase	4	-10	-2	-16	5
SR-BI DiI-HDL act	-24	10	-16	x	10
PKA-R2B act	5	-10	-6	-8	10
LANA DNA inh	-1.5	-0.3	1.1	-1.5	1.7
Arr AP2 block	-4	-4	-2	5	10
NSD2 HMT inh	0	0	3	-3	2
Keap1 Nrf2 FP	3	2	-6	1	-3
Cardiac RTF inh	-6	-6	2	-8	-6

41: COC(=O)c1c(-c2ccccc2)c(-c2ccccc2)nn(C)c1=O
42: CC(=O)Nc1c(-c2ccc(F)cc2)nc2ccccn12
43: Cc1ccc(-c2nnc(SCC(=O)NCC3CCCO3)nc2-c2ccc(C)cc2)cc1 (configuration not stated)
44: C/C=C/C1=CC(=O)C[C@H](c2ccc(OC)c(OC)c2)C1
45: C[C@]12c3[nH]c4ccccc4c3CCN1C(=O)C(CC(=O)NCCN1CCOCC1)C[C@@H]2C(=O)N1CCCCC1 (some centres not stated)
46: COc1ccc(OC)c(-c2cc(C(=O)Nc3cc(C)on3)no2)c1
47: COc1ccccc1N/C(N)=N/c1nc(CSc2ccc(C)cc2)cc(=O)[nH]1
48: Cc1ccnc(NS(=O)(=O)c2ccc(NC(=O)c3c(-c4ccccc4Cl)noc3C)cc2)n1
compound no.	41	42	43	44	45	46	47	48
SR-BI DiI inh	-22	-23	65	7	12	u	-3	-24
DAGLB inhibitor	0	1	1	0	-4	-2	5	2
PvdQ acylase	5	4	-8	-8	-13	4	-14	3
SR-BI DiI-HDL act	22	23	-65	-7	-12	-71	3	24
PKA-R2B act	-13	-14	6	-16	6	-7	-3	2
LANA DNA inh	-2.1	-0.2	0.5	-0.3	-0.2	0.5	-1.2	-0.2
Arr AP2 block	3	2	-8	2	3	16	-6	37
NSD2 HMT inh	1	x	5	x	x	-6	0	3
Keap1 Nrf2 FP	-3	2	-2	1	-5	-2	-3	-3
Cardiac RTF inh	-3	-2	-10	1	-3	-1	2	-3
